GSK3B inh: blocks human GSK3beta kinase activity; P49841; GST-GSK3beta kinase, ADP-Glo luminescence, 60 min; hits give low values; activity score (negative = inhibition), % at 10 µM; 300,000 compounds, 0.038% hits; AID 2097;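 active means more than half of replicate wells score below -50%, meaning over 50% inhibition versus plate controls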;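 further: 0% = median DMSO wells and -100% = median GW8510 positive control wells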
Target sequence (P49841 whole entry, looked up): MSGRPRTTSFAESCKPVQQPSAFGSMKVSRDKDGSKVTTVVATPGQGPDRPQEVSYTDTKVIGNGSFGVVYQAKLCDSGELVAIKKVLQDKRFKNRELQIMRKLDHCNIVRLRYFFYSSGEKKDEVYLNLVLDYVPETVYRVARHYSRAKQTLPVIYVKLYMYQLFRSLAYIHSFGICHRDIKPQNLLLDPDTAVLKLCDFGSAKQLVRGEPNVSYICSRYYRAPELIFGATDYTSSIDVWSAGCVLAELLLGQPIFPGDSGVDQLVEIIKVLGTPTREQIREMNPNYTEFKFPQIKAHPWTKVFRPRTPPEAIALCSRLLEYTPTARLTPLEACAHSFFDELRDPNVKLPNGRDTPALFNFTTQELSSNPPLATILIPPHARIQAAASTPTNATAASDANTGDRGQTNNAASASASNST
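Assay system: GST-fused GSK3beta enzyme, cell-free / Medium: Tris pH 7.5 buffer with MgCl2, DTT, BSA, heparin / Also added: peptide substrate plus 25 µM ATP (final) / Compound: 10 µM single point / Timing: kinase reaction with compound 60 min at room temperature / Detection: ADP-Glo luminescence / Benchmarks: DMSO neutral wells and GW8510 at 20 µM as positive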
PolyA inh: blocks polyadenylation in yeast reporter cells; S. cerevisiae SKY197-pL101 polyadenylation reporter, beta-gal luminescence; efflux-impaired pdr1/pdr3 knockout yeast; score 100 = 6 SD above DMSO; calls only at 12 µM; 300,000 compounds, 0.02% hits; AID 1875;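 active means lowest replicate activity score at least 50, where 100 means six control SD above control mean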;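 further: yeast exposed to compound for 9 h at 30 °C; higher score means more reporter readthrough which indicates perturbed polyadenylation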
RGS4 block: human RGS4 inhibition | P49798 | HEK293 M3R/RGS4 inducible, Fluo-4 calcium flux; hits give high values; triggered by carbachol at its EC20 | B-score at 10 µM | 310,000 compounds, 0.45% hits | AID 463165;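 active means B-score, a plate-corrected calcium signal, over three deviations above library mean, with baseline fluorescence within five deviations of library mean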;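 further: RGS4 expression induced by doxycycline in cells with stable M3 receptor; B-score is computed from the integrated fluorescence ratio over baseline after carbachol; higher B-score means a larger calcium signal and so more RGS4 inhibition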
RGS4 pot: potentiators or activators of RGS4 | HEK293 M3R/inducible RGS4, carbachol calcium flux Fluo4; hits give low values | B-score at 10 µM | 310,000 compounds, 0.92% hits | AID 463111;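 active means B-score of the integrated calcium signal more than 4 SD below the library mean, with starting fluorescence not abnormally high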;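 further: negative B-score means reduced calcium response which marks RGS4 activation or potentiation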
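test system = M3R-expressing HEK293 line, RGS4 induced by doxycycline | probe or stimulus = carbachol at ECmax as muscarinic agonist stimulus | timing = dye loading 30 min 37 °C, buffer rest 30 min RT | signal = calcium dye Fluo4 fluorescence | evaluation = B score from integrated fluorescence ratio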
GSK3A inh: inhibitors of human GSK-3 alpha kinase. P49840. ADP-Glo luminescence, 60 min. inhibition, % at 10 µM. 320,000 compounds, 0.1% hits. AID 2650;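 in the data active means inhibition above about 50%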;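 further: GST-tagged GSK-3 alpha with peptide substrate and 25 µM ATP; 0% = DMSO neutral wells and 100% = GW8510 positive control wells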
KCNK9 inh: inhibitors of human KCNK9 two-pore domain potassium channel; Q9NPC2; HEK293 KCNK9, FluxOR thallium flux fluorescence; hits give low values; B-score at 10 µM; 310,000 compounds, 1.2% hits; AID 488922;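 active means ratio B-score over 3 SD below the library mean, with starting fluorescence within 5 SD of its mean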;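 further: negative B-score means less thallium flux so channel inhibition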
KCNQ1 block: inhibitors of human KCNQ1 potassium channel. 310,000 compounds, 1.3% hits. CHO-K1 KCNQ1, FluxOR thallium flux fluorescence; hits give high values. AID 2642. B-score at 10 µM;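 active means compounds whose thallium flux B-score, printed positive for inhibition, exceeds three library SD while starting fluorescence stays within three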;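 further: channel opened by potassium depolarization with thallium stimulus after 20 min compound exposure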
Target sequence (P51787 whole entry, looked up): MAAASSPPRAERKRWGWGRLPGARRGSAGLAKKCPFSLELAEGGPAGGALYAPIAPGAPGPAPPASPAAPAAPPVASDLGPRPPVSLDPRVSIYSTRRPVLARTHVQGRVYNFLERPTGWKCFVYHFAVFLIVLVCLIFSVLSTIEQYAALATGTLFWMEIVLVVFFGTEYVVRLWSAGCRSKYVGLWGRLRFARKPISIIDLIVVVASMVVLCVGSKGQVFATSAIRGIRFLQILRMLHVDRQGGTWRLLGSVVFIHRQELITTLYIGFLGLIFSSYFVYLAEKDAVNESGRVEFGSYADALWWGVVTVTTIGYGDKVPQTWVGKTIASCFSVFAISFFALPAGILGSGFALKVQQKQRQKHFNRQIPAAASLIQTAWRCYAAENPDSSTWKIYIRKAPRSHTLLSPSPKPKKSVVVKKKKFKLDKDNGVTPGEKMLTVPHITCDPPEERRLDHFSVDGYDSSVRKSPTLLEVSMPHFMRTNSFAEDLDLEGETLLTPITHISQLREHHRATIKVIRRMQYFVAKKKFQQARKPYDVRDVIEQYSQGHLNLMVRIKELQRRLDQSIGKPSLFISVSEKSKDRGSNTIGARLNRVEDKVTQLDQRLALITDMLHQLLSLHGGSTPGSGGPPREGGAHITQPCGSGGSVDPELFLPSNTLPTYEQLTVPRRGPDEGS
hERG protect: hERG (human) protection from proarrhythmic block | Q12809 | CHO-hERG, FluxOR thallium flux, dofetilide IC70 present | activation (rescue from dofetilide block), less the hit threshold, % at 10 µM | 310,000 compounds, 0.51% hits | AID 1511;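 active means activation above the mean of controls blocked by dofetilide plus 5 SD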;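 further: thallium influx through hERG after potassium depolarization seen as dye fluorescence rise; in these data hits start at about 4.7%; inactives centre near -7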
DYRK1A inh: blocks rat Dyrk1A kinase activity. 310,000 compounds, 0.43% hits. Q63470. ADP-Glo luminescence, NFATc1 peptide. inhibition, % at 12.5 µM; in the data active means inhibition above about 50%;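 further: plate controls were vehicle with enzyme for no effect and no enzyme for full effect; many of its hits are not listed in these tables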
KCNQ1 act: potentiates or activates the human KCNQ1 potassium channel | P51787 | CHO-K1 KCNQ1, thallium flux FluxOR fluorescence; hits give high values | B-score at 10 µM | 310,000 compounds, 0.35% hits;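 active means fluorescence ratio B-score, a plate-corrected score, at least three library SD, with initial intensity B-score within 5 SD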
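Assay system: CHO-K1 cells stably expressing KCNQ1. Medium: assay buffer for compound exposure, DMSO matched across wells. Timing: 37 °C overnight plating, 90-min dark dye load, 20-min compound pretreatment. Signal: kinetic FluxOR fluorescence, 10 s baseline plus 110 s post-stimulus.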
KCNK3 inh: human KCNK3 channel inhibition, primary screen; CHO-KCNK3 thallium flux, FluxOR fluorescence; hits give low values; B-score at 10 µM; 340,000 compounds, 0.84% hits;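 active means B-score under library mean minus 4 SD, starting fluorescence ratio at most library mean plus 5 SD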;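 further: more negative B-score means stronger inhibition of thallium flux through KCNK3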
Numbers without * were called inactive; i = inactive; . = not tested or not shown. Some of the compounds tested. The share of hits here may be higher or lower than overall.

structure	DYRK1A inh	RGS4 block	GSK3A inh	KCNQ1 act	PolyA inh	KCNK3 inh	GSK3B inh	hERG protect	KCNQ1 block	KCNK9 inh	RGS4 pot
C/C(=N\NC(=O)c1cccnc1)c1ccc(-n2ccnc2)cc1	1	i	2	i	i	i	3	-4	i	i	i
COCCn1nnnc1CN1CCN(c2cccc(C(F)(F)F)c2)CC1	3	i	0	i	i	i	-3	-13	i	i	i
N#C/C(=C\c1ccc(-c2ccc([N+](=O)[O-])cc2Br)o1)C(=O)N1CCN(c2ccccc2)CC1	-1	i	-3	i	i	i	1	-7	i	i	i
CC/C(O)=C(\C#N)c1nnc2n1CCCCC2	-9	i	-1	i	i	i	-1	-11	i	i	i
O=[N+]([O-])c1cccc(-c2nnnn2-c2cccc(F)c2)c1	0	i	0	i	i	i	2	-3	i	i	i
CCOc1ccccc1NC(=O)COC(=O)CCOc1cc(C)ccc1C	-5	i	-3	i	i	i	0	-13	i	i	i
O=C(Nc1ccccc1)c1ccc(NCC2CCCO2)c(S(=O)(=O)N2CCOCC2)c1 (stereo not drawn)	0	i	0	i	i	i	2	-15	i	i	i
CCCC(NC(=O)c1c(C)noc1C)C12CC3CC(CC(C3)C1)C2 (stereo not drawn)	-10	i	-3	i	i	i	5	-16	i	i	i
CC(C)CN(C(=O)CCc1ccccc1)c1c(N)n(CC(C)C)c(=O)[nH]c1=O	-4	i	-6	i	i	i	0	-9	i	i	i
CC(NC(=O)C12CC3CC(C)(CC(C)(C3)C1)C2)c1ccncc1 (stereo not drawn)	5	i	-2	i	i	i	0	-6	i	i	i
O=C(O)c1ccc(N=NN2CCCCCC2)cc1	1	i	8	i	i	i	1	-7	i	i	i
CC1(C)CC2=C(CO1)C(=S)NC(c1ccccc1)N2CC1CCCO1 (stereo not drawn)	-10	i	6	i	i	i	-3	-8	i	i	i
COc1ccc(C2C3=C(CC(C)(C)CC3=O)Oc3ncn(CCO)c(=N)c32)cc1OC (stereo not drawn)	5	i	-3	i	i	i	2	-11	i	i	i
Cn1ncc2c1ncn1nc(COc3ccc4ccccc4c3)nc21	-1	i	0	i	i	i	-3	-3	i	i	i
CCOC(=O)C1CCN(CC(C)(C)NS(=O)(=O)c2ccc(C)cc2)CC1	-5	i	-1	i	i	i	2	-2	i	i	i
O=C(NCC1CC1)c1cc([N+](=O)[O-])cc([N+](=O)[O-])c1	-3	i	-1	i	i	i	-2	-3	i	i	i
Cc1ccc(NC(=O)CCC(=O)NNC(=O)/C=C/C(=O)O)c(C)c1	4	i	-3	i	i	i	1	-2	i	i	i
COc1ccc(/C(O)=C2\C(=O)C(=O)N(CCN(C)C)C2c2cccc(OC)c2OC)cc1Cl (stereo not drawn)	-2	i	-2	i	i	i	2	-10	i	i	i
Cc1cc(C)c(S(=O)(=O)NCc2cn3ccccc3n2)c(C)c1	0	i	-2	i	i	i	-1	-5	i	i	i
COc1cc(NS(=O)(=O)c2c(C)[nH]c(C)c2C(=O)N2CCCCC2)cc(OC)c1OC	2	i	0	i	i	i	3	-6	i	i	i

The listing continues:
structure	DYRK1A inh	RGS4 block	GSK3A inh	KCNQ1 act	PolyA inh	KCNK3 inh	GSK3B inh	hERG protect	KCNQ1 block	KCNK9 inh	RGS4 pot
O=C(CCCC(=O)OCC(=O)NC1CCCC1)Nc1ccccn1	9	i	3	i	i	i	-5	-5	i	i	i
Cc1nc2ccccn2c1C(=O)NC1CCCc2ccccc21 (stereo not drawn)	6	i	-1	i	i	i	-1	-15	i	i	i
Cc1ccc2c(c1)N(CCC(=O)NCCCN1CCCC1)C(=O)C(C)O2 (stereo not drawn)	2	i	-1	i	i	i	0	-10	i	i	i
O=C(NCCCCCCNC(=O)NCc1ccco1)NCc1ccco1	.	i	-4	i	i	.	2	-9	i	i	i
C/C=C/c1ccc(OCC(O)CNCCc2ccc(OC)cc2)c(OC)c1 (stereo not drawn)	3	i	1	i	i	i	-2	-11	i	i	i
COc1cc(C(=O)NC(C)Cc2ccccn2)ccc1OC1CCN(C(C)=O)CC1 (stereo not drawn)	-4	i	.	i	i	i	-6	-11	i	i	i
CNC(=O)c1nc(C)n(-c2cc(Cl)ccc2Cl)n1	-15	i	-3	i	i	i	3	-7	i	i	i
CCOc1ccc(C(=O)N2CCN(c3ccccc3)CC2)cc1OCC	4	i	-1	i	i	i	0	-5	i	i	i
CCC(C(=O)Nc1cccc(OC)c1)n1nc(C)c2c(C)n(-c3ccccc3)nc2c1=O (stereo not drawn)	4	i	0	i	i	i	1	-7	i	i	i
Cc1cc(C)n2nc(SCc3ccccc3C(=O)O)nc2n1	-3	i	-1	i	i	i	-2	-10	i	i	i
O=C1CSC(c2ccccc2F)N1 (stereo not drawn)	.	i	-1	i	i	i	-5	-4	i	i	i
Cc1ccc(C(=O)N2CCN(c3cc(=O)[nH]nc3-c3ccccc3)CC2)cc1	-7	i	-2	i	i	i	2	-9	i	i	i
COc1ccc(CC(=O)NNC(=O)CCc2ccccc2)cc1	-4	i	0	i	i	i	-22	1	i	i	i
O=C(NCC(=O)N(c1cccnc1)C(C(=O)NC1CCCC1)c1ccccc1)c1ccco1 (stereo not drawn)	-2	i	-2	i	i	i	-2	-6	i	i	i
NCCNc1ccc([N+](=O)[O-])c(Sc2nc3ccccc3[nH]2)c1	-4	i	-1	i	i	i	1	-8	i	i	i
COc1cc(/C=N/n2c(C)nc3ccccc3c2=O)cc(OC)c1O	2	i	0	i	i	i	-1	-10	i	i	i
O=C(NCCCNC(=O)c1ccccn1)c1ccc(F)cc1	-1	i	1	i	i	i	-1	0	i	i	i
O=C(NCCO)c1cccc2c1C(=O)c1ccccc1-2	2	i	2	i	.	i	-7	-3	i	i	i
Cc1ccccc1CN(c1ccc(C(=O)NCCC2=CCCCC2)cc1)S(C)(=O)=O	-1	i	-3	i	i	i	2	-4	i	i	i
Cc1ccc(-c2ccc(=O)n(CC(=O)NCCN(C)C)n2)cc1	-4	i	0	i	i	i	1	-9	i	i	i

Compounds listed so far that contain a cyano group, in the order listed:
structure	DYRK1A inh	RGS4 block	GSK3A inh	KCNQ1 act	PolyA inh	KCNK3 inh	GSK3B inh	hERG protect	KCNQ1 block	KCNK9 inh	RGS4 pot
N#C/C(=C\c1ccc(-c2ccc([N+](=O)[O-])cc2Br)o1)C(=O)N1CCN(c2ccccc2)CC1	-1	i	-3	i	i	i	1	-7	i	i	i
CC/C(O)=C(\C#N)c1nnc2n1CCCCC2	-9	i	-1	i	i	i	-1	-11	i	i	i

Following part
structure	DYRK1A inh	RGS4 block	GSK3A inh	KCNQ1 act	PolyA inh	KCNK3 inh	GSK3B inh	hERG protect	KCNQ1 block	KCNK9 inh	RGS4 pot
CCCCOC(=O)Nc1ccc(C(=O)OC)cc1	-2	i	-1	i	i	i	0	-12	i	i	i
COc1cc(C(=O)NCc2ccc3c(c2)OCO3)ccc1OCc1c(C)noc1C	2	i	-1	i	i	i	6	-4	i	i	i
CCN1C/C(=N\S(=O)(=O)/N=C2\CN(CC)C(=O)N2CC)N(CC)C1=O	-2	i	-2	i	.	i	1	-10	i	i	i
O=C(O)c1cccc(CSc2nnc(-c3ccc(Cl)cc3)o2)c1	.	i	2	i	i	i	3	-2	i	i	i
Cc1ccccc1NC(=O)Cc1nc(CCl)cs1	-2	i	-1	i	i	i	4	-7	i	i	i
COc1ccc(/C=N/NC(=O)Cn2nnc3ccccc32)cc1OC	-3	i	-2	i	i	i	2	-6	i	i	i
COc1ccc(OCC(O)CN2CCN(CC(O)COc3ccc(OC)cc3)CC2)cc1 (stereo not drawn)	-3	i	1	i	i	i	-1	-8	i	i	i
O=C(CNS(=O)(=O)c1cccs1)N1CCc2ccccc2C1	-4	i	-2	i	i	i	8	-7	i	i	i
COc1ccc(C2SCC(=O)N2CC23CC4CC(CC(C4)C2)C3)cc1 (stereo not drawn)	-4	i	-1	i	i	i	4	-12	i	i	i
Cc1ccccc1NC(=O)Cn1nnc2sc3c(c2c1=O)CC(C)(C)OC3	-7	i	1	i	i	i	2	-7	i	i	i
COc1ccc(N(C(=O)Cn2nnc(-c3ccc(F)cc3)n2)C(C)C(=O)NC2CCCC2)cc1 (stereo not drawn)	3	i	0	i	i	i	1	-9	i	i	i
C=C(C)c1cccc(C(C)(C)NC(=O)N2CCN(CC(N)=O)CC2)c1	3	i	1	i	i	i	0	-2	i	i	i
COc1ccc(N2CC(NC(=O)NCCC(C)C)CC2=O)cc1 (stereo not drawn)	1	i	-1	i	i	i	2	-2	i	i	i
COc1ccc(/C=N/NC(=O)CN2CCSCC2)c(OC)c1	-1	i	-3	i	i	i	-2	2	i	i	i
COc1cccc(NC(=O)CN(C)C(C)C(=O)Nc2cc([N+](=O)[O-])ccc2Cl)c1 (stereo not drawn)	-1	i	-1	i	i	i	3	-10	i	i	i
CC(NC(=S)NCCN1CCOCC1)C12CC3CC(CC(C3)C1)C2 (stereo not drawn)	-4	i	-1	i	i	i	2	-9	i	i	i
Cc1ccc(OCC(=O)N/N=C/c2ccncc2)cc1C	8	i	1	i	i	i	2	-8	i	i	i
C=CC(COCc1ccccc1)N(Cc1ccc(OC)cc1)S(=O)(=O)c1ccccc1Br (stereo not drawn)	7	i	-1	i	i	i	-3	-7	i	i	i
CCN1C2=NCCCN2c2ccccc21	-2	i	5	i	i	i	0	-4	i	i	i
O=C(COC(=O)c1ccccn1)Nc1ccc(S(=O)(=O)N2CCOCC2)cc1	-3	i	-7	i	i	i	0	-3	i	i	i

Looked up above.
CCOc1ccccc1NC(=O)COC(=O)CCOc1cc(C)ccc1C | GSK3A inh = -3
O=C(Nc1ccccc1)c1ccc(NCC2CCCO2)c(S(=O)(=O)N2CCOCC2)c1 (stereo not drawn) | DYRK1A inh = 0
O=[N+]([O-])c1cccc(-c2nnnn2-c2cccc(F)c2)c1 | DYRK1A inh = 0

Screening data from PubChem BioAssay.
